# FEN1 inhibitor – qHTS Assay for the Inhibitors of Human Flap endonuclease 1 (FEN1); P39748; Recombinant FEN1 flap cleavage, fluorescence, 15 min; Potency, µM (top dose mostly 114 µM), for the others: at the top dose activity change, negative = inhibition, hits mostly inhibitors; actives 0.35% (n = 390,000); further: nearly all actives have a fitted effect of over 65% in size
#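 Compounds are tested as a concentration series against 10 nM FEN1; after a 15 min room-temperature preincubation, 50 nM substrate starts cleavage, with plate reads at 0 and 15 min. Normalized responses are fitted by a Hill equation.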
# GCN5L2 inh – qHTS Assay for Inhibitors of GCN5L2 | GCN5L2 HAT assay, ThioGlo1 CoA-SH fluorescence | Potency, µM (doses to about 58.9 µM), inactives show at the top dose activity change, negative = inhibition, most hits filed as inhibitors | actives 0.21% (n = 390,000) | AID 504327, 2011
# Target sequence (Q92830 whole entry, looked up): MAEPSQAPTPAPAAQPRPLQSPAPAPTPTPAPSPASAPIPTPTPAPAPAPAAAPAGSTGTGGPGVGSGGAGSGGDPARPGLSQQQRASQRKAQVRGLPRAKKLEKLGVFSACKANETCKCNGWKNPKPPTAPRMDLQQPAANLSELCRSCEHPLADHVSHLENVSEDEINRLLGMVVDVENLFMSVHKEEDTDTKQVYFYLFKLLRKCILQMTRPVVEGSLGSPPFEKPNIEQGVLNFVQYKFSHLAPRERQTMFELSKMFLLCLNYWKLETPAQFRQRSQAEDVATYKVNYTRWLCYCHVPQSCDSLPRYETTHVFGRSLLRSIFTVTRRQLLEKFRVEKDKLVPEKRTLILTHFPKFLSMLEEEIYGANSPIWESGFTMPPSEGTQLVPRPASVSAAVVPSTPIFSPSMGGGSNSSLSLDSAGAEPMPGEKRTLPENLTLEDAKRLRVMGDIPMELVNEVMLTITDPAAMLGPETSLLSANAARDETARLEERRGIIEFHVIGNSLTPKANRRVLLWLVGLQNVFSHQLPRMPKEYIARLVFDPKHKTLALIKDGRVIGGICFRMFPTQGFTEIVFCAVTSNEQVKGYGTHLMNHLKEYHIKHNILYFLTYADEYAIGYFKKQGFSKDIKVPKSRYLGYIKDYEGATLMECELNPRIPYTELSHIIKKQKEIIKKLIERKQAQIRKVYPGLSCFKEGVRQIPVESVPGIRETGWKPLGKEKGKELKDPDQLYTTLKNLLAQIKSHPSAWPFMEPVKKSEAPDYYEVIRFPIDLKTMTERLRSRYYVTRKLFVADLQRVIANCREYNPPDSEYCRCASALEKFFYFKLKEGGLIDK
#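 Fluorescence readout, Ex340nm/Em540nm: ThioGlo1 (50uM final) reacts with free CoA thiol released as 20nM GCN5L2 acetylates H3(1-25) peptide (75uM) using acetyl-CoA (70uM). Compound and enzyme sat 15 min beforehand; 20 min room-temperature reaction.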
# N370S GC – qHTS Assay for Inhibitors and Activators of N370S glucocerebrosidase as a Potential Chaperone Treatment of Gaucher Disease | Lysosomal acid glucosylceramidase (Homo sapiens), P04062 | N370S GC spleen homogenate, 4MU-glucoside fluorescence | actives 0.092% (n = 330,000) | Potency, µM (doses to about 59.4 µM), for inactives: at the top dose activity change, negative = inhibition, actives largely listed as inhibitors;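 further: 0% = full enzyme activity and -100% = no enzyme basal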
# * = called active by the depositor; u = inconclusive; x = no result given; & = joins results of further samples; [ ] = dose if it differs, or a comment. The call rests on the fitted dose curve; in most records, active means well fitted curve in the direction sought with a large enough effect; inconclusive means small, poorly fitted or top-dose-only effect, or another doubt; inactive means no such curve, though single readings can be large; an effect the other way counts as inactive or inconclusive. Unless noted, on the % scale 0 is the no-effect control and ±100 the full control effect; potency means the concentration at half of the fitted maximal effect.
smiles	FEN1 inhibitor	GCN5L2 inh	N370S GC
COc1ccc(S(=O)(=O)NCC2CCCN(C(=O)c3sccc3C)C2)cc1 (stereo not drawn)	-15%	-1%	24%
COc1cccc(NC(=S)NC(=O)c2c(Cl)c(C)nn2C)c1	-10%	-2%	1%
CCOC(=O)Cc1ccc(NC(=O)NCc2c(-n3cccc3)sc3c2CCCC3)cc1	13%	-5%	x
COc1ccc(C(O)C(CN2CCOCC2)c2ccccc2)cc1 (stereo not drawn)	-10%	-2%	-25%
CCOc1cccc(C(=O)Nc2cccc(C(C)=O)c2)c1	2%	-3%	-17%
CCN(c1ccccc1)S(=O)(=O)c1ccc(Cl)c(NC(=O)COC(=O)c2cccc(OC)c2O)c1	-4%	3%	5%
O=C(NCc1cccc(F)c1F)C1CCC(=O)N(C2CCCCCC2)C1 (stereo not drawn)	-5%	-8%	-1%
CSc1nc(C)cc(Nc2cccc(C(=O)O)c2)n1	-6%	-15%	x
O=C(Nc1ccccc1)c1ccc[n+](Cc2ccc([N+](=O)[O-])cc2)c1	-9%	-3%	23%
O=S(=O)(Cc1ccccc1)Cc1cnc(Cl)s1	4%	-6%	1%
CCOc1ccccc1N(CC(=O)NCc1ccco1)C(=O)CCC(=O)Nc1nccs1	-4%	-1%	3%
O=C(NCCCN1CCOCC1)c1cc2ccccc2cc1O	5%	-5%	-8%
CCOc1ccc(OCCC(=O)OCC(=O)Nc2cc(S(=O)(=O)N3CCOCC3)ccc2C)cc1	-4%	-2%	4%
CCCCC(CC)COC1(c2ccccc2)OC(=O)c2ccccc21 (stereo not drawn)	u	-5%	10%
CC(NC(=O)C(Cc1ccccc1)n1cccc1)c1ccccc1 (stereo not drawn)	2%	2%	-3%
CCC(CC)C(=O)Oc1c(Sc2ccccc2[N+](=O)[O-])c(C)nn1C(C)(C)C	-11%	-9%	11%
COc1ccc(C)cc1Nc1n[n+](-c2ccccc2)c(-c2ccc(NC(C)=O)cc2)s1	-3%	-1%	-4%
Cn1ccnc1SCC(=O)Nc1cccc(C(F)(F)F)c1	0%	0%	25%
Nc1cc(C(=O)O)c(N)c2c1C(=O)c1ccccc1C2=O	35µM*	-19%	-8%
COc1ccccc1CNC(=O)COC(=O)c1cc(=O)c2ccccc2o1	-2%	-5%	x
CS(=O)(=O)c1cccc(C(=O)OCCCC(=O)c2ccccc2)c1	-11%	0%	x
CN(C)CCN(C(=O)CCS(=O)(=O)c1ccccc1)c1nc2c(F)cccc2s1	-16%	0%	-3%
Cc1nn(C(C)(C)C)c(OC(=O)c2cccc(F)c2)c1Sc1ccccc1	-7%	-3%	x
CCCN[C@@H](C)C(=O)Nc1ccccc1C	x	8%[21.4 µM]	0%[21.6 µM]
O=C1CN(S(=O)(=O)c2ccc(Br)cc2)c2ccccc2N1	-5%	-4%	-13%
CN(C(=O)COc1ccc2ccc(=O)oc2c1)C1CCS(=O)(=O)C1 (stereo not drawn)	2%	-18%	21%
C[C@]12C(=O)N(c3cccc(F)c3)C(=O)N1[C@@H]1c3ccccc3OC[C@@H]1[C@H]2c1ccccc1	-27%	-1%	5%
CCOc1ccc(-c2cc(C(=O)NCCCN3CCCC3)c3ccccc3n2)cc1	-3%	-19%	18%
CCc1cccc2c(C(=O)COC(=O)c3nccnc3N)c[nH]c12	-5%	-5%	-1%
FC(F)Sc1ccc(-n2c(-c3ccc(Cl)cc3)c[n+]3c2CCC3)cc1	-2%	-20%	-5%
O=C(CN1C(=O)C2CC=CCC2C1=O)Nc1ccc(OC(F)(F)F)cc1 (stereo not drawn)	10%	-2%	x
C=CCn1c(CSc2nnc(-c3ccccc3)n2C)n[nH]c1=S	-14%	-11%	-15%
N#Cc1ccc(C23CC4(C2)[C@H](CN(CC2CCCCC2)[C@@H]4c2ccccc2)C3c2ccc(C(F)(F)F)cc2)cc1 (stereo partly drawn)	x	u	-16%&-2%
Cn1c(NCCc2ccccc2)cc(=O)n(C)c1=O	0%	-4%	-10%
CC(=O)NCc1nc2ccccc2n1Cc1ccccc1C	2%	-3%	-1%
CC(C)COC(=O)NC1c2ccccc2Oc2ccccc21	4%	-11%	4%
O=C(O)C(Cc1ccc(F)cc1)c1ccccc1 (stereo not drawn)	-2%	-11%	-6%
COc1ccc(Nc2ncnc3c2cnn3-c2ccccc2)cc1OC	-3%	-2%	3%
O=C(NC1CCCC1)c1cccc2c1C(=O)c1ccc(/C=C/c3ccccc3)cc1S2(=O)=O	17%	-8%	x
COc1ccc(Nc2ncccc2C(=O)NCc2ccccc2)cc1	-13%	-4%	-15%
O=C(CC1C(=O)OCC2CCCCN21)Nc1ccccc1C(F)(F)F (stereo not drawn)	-4%	u	-3%
COc1ccc(-c2noc(=O)n2Cc2ccccc2F)cc1	2%	-6%	-4%
O=[N+]([O-])c1cccnc1Oc1ccc(F)cc1F	0%	4%	-13%
COC(=O)c1nnn(-c2ccc(Cl)cc2)c1C(=O)OC	-1%	-1%	x
Cc1cc(C)cc(Oc2ccc(C(F)(F)F)cc2C#N)c1	8%	7%	11%
COc1cc(SC)ccc1C(=O)N1CCN(Cc2ccc3c(c2)OCO3)CC1	-6%	-19%	3%
CC(=O)c1ccc(Nc2ncnc3c2oc2ccccc23)cc1	-4%	-3%	-7%
CCOC(=O)C1=C(c2ccccc2)N(C)C(=O)NC1c1ccc(OC(F)F)c(OC)c1 (stereo not drawn)	-8%	-15%	-3%
CC(C)c1ccc(-n2nnnc2SCC(=O)NC2CC2)cc1	3%	-2%	x
CCCCN(C(=O)c1cc2ccccc2o1)c1c(N)n(CC(C)C)c(=O)[nH]c1=O	2%	0%	9%
Cc1ccc(SCC(=O)O/N=C(\N)c2cccnc2)cc1	-5%	-28%	-12%
O=C(O)c1cccc(S(=O)(=O)Nc2cc(Cl)ccc2Cl)c1	-5%	-3%	-2%
COC(=O)COc1ccc2c(=O)c(-c3ccccc3OC)coc2c1	-13%	-3%	9%
CCOc1ccc(/C(O)=C2\C(=O)C(=O)N(c3ccc(OC)cc3)C2c2ccccc2[N+](=O)[O-])cc1 (stereo not drawn)	-2%	0%	16%
Cc1cccc(NCc2cc(Cl)cc(Cl)c2O)n1	-9%	-14%	4%
CC(Sc1ccc(S(=O)(=O)N2CCN(C)CC2)cn1)C(=O)NC1(C#N)CCCCC1 (stereo not drawn)	-7%	0%	-1%

# (listing goes on)
smiles	FEN1 inhibitor	GCN5L2 inh	N370S GC
Fc1ccc(-c2c[nH]c(=S)n2Cc2ccccc2)cc1	2%	-12%	1%
CC(C)c1ccc(C2=NN(c3ccccc3)C(=O)CC2)cc1	-15%	20%	-5%
CN(C)c1ccc(N=Nc2ccccc2C(=O)OCC(=O)N2CCCC2)cc1	-10%	15%	u
Cc1ccc2nc(Cl)c(C3CC(c4cccs4)=NN3C(=O)CCCC(=O)O)cc2c1 (stereo not drawn)	0%	-10%	11%
O=c1c2ccccc2nc(/C=C/c2ccc([N+](=O)[O-])o2)n1CCCO	4%	-1%	-17%
O=C(COC(=O)CNC(=O)c1ccccc1F)NC1CC1	12%	1%	x
CCOC(=O)C1=CNS(=O)(=O)NC1c1ccc(Br)cc1F (stereo not drawn)	-2%	5%	x
Cc1nc(SCC(=O)NCCc2ccccc2)nc(C)c1C	5%	-5%	16%
O=C(NNC(=O)c1cc2cc3ccccc3nc2s1)c1ccc(F)cc1	-10%	-17%	-7%
Cc1cc(NC(c2nnc(-c3ccccc3)o2)c2ccccc2F)ccc1Br (stereo not drawn)	7%	-12%	x
CCOC(=O)c1c(C)oc2ncnc(Nc3ccc(F)cc3Cl)c12	22%	22%	x
COc1ccc(-c2cccc(C(=O)Nc3ccc(OC)c(OC)c3)c2)cc1	1%	14%	27%
Cc1ccc(S(=O)(=O)NCCC(=O)OCC(=O)NCCc2ccccc2)cc1C	-11%	-5%	-6%
COC(=O)c1cccc(NC(=O)N(C)CCc2c(C)nn(C)c2C)c1	1%	28%	x
Cc1c(Br)c([N+](=O)[O-])nn1CC(=O)N1CCN(C23CC4CC(CC(C4)C2)C3)CC1	10%	0%	-17%
O=[N+]([O-])c1ccc(/C=C/c2ccc3cccc([N+](=O)[O-])c3n2)cc1	7%	-8%	11%

# Given as labelled records: four of the compounds above.
> O=C(Nc1ccccc1)c1ccc[n+](Cc2ccc([N+](=O)[O-])cc2)c1
  FEN1 inhibitor: -9%	GCN5L2 inh: -3%	N370S GC: 23%
> Cc1cc(C)cc(Oc2ccc(C(F)(F)F)cc2C#N)c1
  FEN1 inhibitor: 8%	GCN5L2 inh: 7%	N370S GC: 11%
> CCOc1ccc(-c2cc(C(=O)NCCCN3CCCC3)c3ccccc3n2)cc1
  FEN1 inhibitor: -3%	GCN5L2 inh: -19%	N370S GC: 18%
> C[C@]12C(=O)N(c3cccc(F)c3)C(=O)N1[C@@H]1c3ccccc3OC[C@@H]1[C@H]2c1ccccc1
  FEN1 inhibitor: -27%	GCN5L2 inh: -1%	N370S GC: 5%

# Further results follow:
smiles	FEN1 inhibitor	GCN5L2 inh	N370S GC
N#C/C(=C(/O)CCl)c1nnc2n1CCCCC2	16%	-4%	3%
Cc1ccc(N(C(=O)C(F)(F)F)C(C(=O)NC2CCCCC2)c2cccs2)cc1C (stereo not drawn)	-11%	-3%	14%
C=CCNC(=O)Nc1ccc2oc(C)nc2c1	-4%	-2%	-21%
COc1ccc2cc(/C=C/C(=O)N3CCN(CC(=O)N4CCCCCC4)CC3)ccc2c1	0%	-25%	7%
O=C(OCCc1ccccc1)c1cc(O)c(O)c(O)c1	40µM*	-3%	-8%
Cc1cccc(N2C(=O)CCSC23C(=O)N(Cc2ccc(F)cc2)c2ccccc23)c1 (stereo not drawn)	-4%	-4%	x
CCCCCNC(=O)C(=O)C1C(=O)Nc2ccccc21 (stereo not drawn)	16%	1%	3%
Cc1ccc(C2NC(=O)c3sc(=S)n(-c4ccccc4)c3N2)cc1 (stereo not drawn)	-3%	-11%	14%
Cc1ccc(NC(=O)CN(C)S(=O)(=O)c2ccc3[nH]c4c(c3c2)CCCC4)c(Cl)c1	-3%	-13%	x
CNc1c(NS(=O)(=O)c2ccc(Br)cc2)c(=O)oc2ccccc12	-5%	-1%	12%
CCc1nnc(NC(=O)Cc2c[nH]c3ccccc23)s1	-8%	-5%	9%
CCOC(=O)[C@@H]1[C@H]2COc3ccc(Br)cc3[C@@H]2N2C(=O)N(c3ccc(F)cc3)C(=O)[C@@]12C	-11%	-4%	x
Cc1ccc(-n2ncc3c(N(C)Cc4ccccc4)ncnc32)cc1	5%	-3%	x
N#Cc1ccccc1CSc1nc2ccsc2c(=O)n1Cc1ccccn1	15%	0%	26%
Clc1ccccc1-c1nn2c(Cn3cnc4ccccc43)nnc2s1	-21%	0%	9%
Cc1cc(NC(CC(C)C)C(=O)O)nc(Cc2ccccc2)n1 (stereo not drawn)	10%	2%	-4%
O=C(Cn1cnc2sc(-c3ccccc3)cc2c1=O)N1CCOCC1	-2%	-3%	-2%
CC(=O)N1CCN(S(=O)(=O)c2cccc(C(=O)OCC(=O)NC(=O)c3cccn3C)c2)CC1	1%	-3%	-3%
CCc1ccc2[nH]c(=O)c(CN(CCCN3CCOCC3)C(=O)Nc3cccc(Cl)c3)cc2c1	-2%	-17%	u
CCN(CC)CCNc1nc(-c2ccccc2)c2c(c1C#N)CC(C)(C)OC2	2%	1%	3%
CC1CCCCC1NC(=O)CO/N=C/c1ccc(OC(F)F)cc1 (stereo not drawn)	7%	-3%	-4%
C/C(=N\NC(=O)c1ccc(O)cc1)c1ccc2c(c1)Nc1ccccc1S2	-8%	u	-15%
O=C(NC1CCCc2ccccc21)C1CCCC1 (stereo not drawn)	-2%	u	1%
COc1cc(Cl)c(S(=O)(=O)N2CC(C)OC(C)C2)cc1Cl (stereo not drawn)	0%	2%	5%
CCCSC(=O)N(CC)CC(=O)Nc1c(CC)cccc1CC	8%	0%	22%
O=C(CCN1CCCCC1)Nc1cccc(Cl)c1	-3%	-1%	3%
CC(=O)c1cccc(-n2nnnc2SCC(=O)Nc2cccc(NC(=O)c3ccco3)c2)c1	-14%	-4%	-7%
CCOc1ccc(S(=O)(=O)n2nc(C)c(S(=O)(=O)N3CCOCC3)c2C)cc1	-12%	-4%	-9%
Cc1sc2ncnc(SCC(=O)N3CCCC3)c2c1C	15%	-20%	11%
CNS(=O)(=O)c1cc(Nc2ncnc3sccc23)ccc1C	1%	-5%	-2%
COc1ccc(Cl)cc1NC(=O)CCN1C(=O)c2ccccc2Sc2ncccc21	-4%	0%	x
